# EBV gp42 block = inhibitors of Epstein-Barr virus glycoprotein 42 | Q1HVG2 | Fluorescence polarization binding assay, mP read-out | inhibition, % (tested at 21.74 µM) | hit rate 0.42% among 220,000 | AID 1085; in the data active = inhibition above about 50%
# Target sequence (Q1HVG2 whole entry, looked up): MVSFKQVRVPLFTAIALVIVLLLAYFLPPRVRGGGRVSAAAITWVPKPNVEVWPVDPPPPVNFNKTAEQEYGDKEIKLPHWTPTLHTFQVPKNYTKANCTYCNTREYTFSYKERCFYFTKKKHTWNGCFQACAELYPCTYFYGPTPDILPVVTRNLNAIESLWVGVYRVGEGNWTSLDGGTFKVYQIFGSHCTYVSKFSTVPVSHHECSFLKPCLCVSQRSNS
# Runt-CBFb FRET = Runt domain-CBFb interaction inhibition; Q01196+Q13951; Cerulean-Runt/Venus-CBFb FRET ratio 530/480, 1 h; inhibition, % at 20 µM; hit rate 0.46% among 220,000;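 active = inhibition over about 50% at 20 µM in the single-dose screen, limit read from the data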;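 note: 0% = DMSO wells and 100% = excess unlabeled CBFb competitor control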
# Target sequence (Q01196 whole entry, looked up, the tested form may be a part): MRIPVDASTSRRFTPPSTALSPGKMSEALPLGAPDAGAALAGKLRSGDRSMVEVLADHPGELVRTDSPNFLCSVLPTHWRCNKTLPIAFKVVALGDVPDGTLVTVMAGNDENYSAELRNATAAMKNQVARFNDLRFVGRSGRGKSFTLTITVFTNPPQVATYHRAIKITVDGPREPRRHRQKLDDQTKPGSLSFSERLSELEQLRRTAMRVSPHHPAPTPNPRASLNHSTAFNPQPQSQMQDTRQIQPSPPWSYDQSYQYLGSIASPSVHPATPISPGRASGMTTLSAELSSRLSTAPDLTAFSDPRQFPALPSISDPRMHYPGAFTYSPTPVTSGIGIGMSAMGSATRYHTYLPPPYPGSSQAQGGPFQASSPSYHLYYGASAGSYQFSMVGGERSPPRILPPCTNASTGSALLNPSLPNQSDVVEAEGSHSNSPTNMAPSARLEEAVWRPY
# Target sequence (Q13951 whole entry, looked up, the tested form may be a part): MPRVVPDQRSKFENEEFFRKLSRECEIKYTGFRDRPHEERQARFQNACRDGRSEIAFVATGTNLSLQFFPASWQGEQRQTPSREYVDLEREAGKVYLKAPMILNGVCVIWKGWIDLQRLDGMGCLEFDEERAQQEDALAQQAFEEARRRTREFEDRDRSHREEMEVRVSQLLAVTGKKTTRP
#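 Reagent – Venus-CBFb binding partner, 100 nM · Assay system – Cerulean-tagged RUNX1 Runt domain (FRET donor) fusion protein · Input – 100 nM per protein · Incubation – two 1 h room-temperature incubations shielded from light · Measured by – FRET fluorescence · Medium – Tris buffer pH 7.5 with salts and BSA · Benchmarks – unlabeled CBFb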
# Calpain2 inh = blocks pig calpain II enzyme activity | inhibition, % at 16 µM | purified calpain II, fluorogenic peptide substrate, 30 min | hit rate 0.37% among 220,000 | AID 1236;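 active = inhibition above about 50%, limit read from the data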
# p97 inhibitor = human p97 ATPase inhibition | P55072 | recombinant p97 ATPase, Kinase-Glo ATP luminescence, 3 h | inhibition, % at 8 µM | hit rate 0.42% among 220,000; in the data active = inhibition above about 15%;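 note: 0% = DMSO vehicle and 100% = wells lacking enzyme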
# Furin inhibitor = blocks human furin protease activity; P09958; purified furin, fluorogenic substrate cleavage; inhibition, % at 30 µM; hit rate 0.061% among 220,000; AID 463115; in the data active = inhibition above about 25%; note: inactives centre near -15
# Runt-SMMHC FRET = inhibitors of human RUNX1 Runt domain binding to CBFb-SMMHC | Q01196+Q13951 | Cerulean-Runt/Venus-CBFb-SMMHC FRET ratio 530/480, 1 h | inhibition, % at 20 µM | hit rate 0.74% among 220,000 | AID 1434;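 active = mean inhibition across duplicate retests at 20 µM reaching about 50%, limit read from the data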;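 note: 0% = DMSO wells and 100% = wells with excess untagged CBFb-SMMHC; inhibitors lower the FRET ratio by blocking Runt binding to CBFb-SMMHC; some results filed as inactive read as strong as hits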
# Tb hexokinase = blocks Trypanosoma brucei hexokinase 1 activity; recombinant TbHK1, G6PDH-coupled NADH A340; inhibition, % at 10 µM; hit rate 0.11% among 220,000; AID 1430;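 active = inhibition of 50% or more in the single-dose primary screen; inactive = inhibition below 50%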
# p47phox inh = inhibitors of human p47phox binding | p47phox/p22phox peptide binding, fluorescence polarization, 2 h | hit rate 0.53% among 220,000 | inhibition, % at 24.7 µM | AID 1274;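 active = inhibition above about 30%, limit read from the data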;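 note: 0% = p47phox with labelled peptide and 100% = labelled peptide alone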
# RBBP9 inh = human RBBP9 hydrolase inhibition | hit rate 0.2% among 220,000 | recombinant RBBP9, FP-Rh probe fluorescence polarization | inhibition, % at 7.94 µM | O75884;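 active = inhibition above the campaign mean of all tested compounds plus 3 SD, cut at about 14% in these data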;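 note: plate controls were DMSO wells with RBBP9 for no effect and wells lacking RBBP9 protein for full effect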
#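 Test system: recombinant human RBBP9. Quantity: 2.5 µM RBBP9 dispensing solution, before mixing. Detection: FP readout at 525/598 nm. Reagent: Serine-hydrolase probe FP-Rh, 375 nM pre-mixing. Measure: % inhibition. Control set: DMSO-treated enzyme wells and wells lacking RBBP9. Buffer or medium: Tris-NaCl-Pluronic buffer, pH 8.0. Times: preincubation 30 min plus labeling 45 min at 25 °C.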
# Active calls of the source: *; i = inactive; x = no result given; [ ] = dose if it differs, or a comment.
SMILES,EBV gp42 block,Runt-CBFb FRET,Calpain2 inh,p97 inhibitor,Furin inhibitor,Runt-SMMHC FRET,Tb hexokinase,p47phox inh,RBBP9 inh
CC(=O)NCCc1nc2ccccc2n1CCOc1cccc(C)c1,-17,0,0,3,-20,0,-3,-15,6
Cc1ccc(S(=O)(=O)N2CCC(=O)N(C(COCc3ccc(Cl)cc3)Cc3ccccc3)CC2)cc1 (stereo not drawn),2,-6,39,-6,-10,1,12,-3,-1
C=CCN(CC=C)S(=O)(=O)c1ccc(C(=O)Nc2nnc(CSC)o2)cc1,-5,1,-7,4,-18,3,1,-2,-2
Cc1cccc(NC2=C(NC(=O)c3ccccc3)C(=O)c3ccccc3C2=O)c1,-17,-1,7,5,5,2,-16,11,1
O=C(O)CN=C(NS(=O)(=O)c1ccccc1)c1ccccc1,4,2,4,3,-21,3,0,-4,-8
COc1ccc(CN=CC2=C(O)CC(C)(C)CC2=O)cc1,-14,-3,-18,1,-7,-1,23,0,-8
Cc1ccc(NS(=O)(=O)c2ccc(Cl)c(NC(=S)NC(=O)C3CCCCC3)c2)cc1Cl,6,4,-20,-7,-4,5,10,-12,-41
CNCCOc1nc(N2CCOCC2)nc(C)c1[N+](=O)[O-],-18,-2,7,2,-13,-3,-12,-7,-7
CCOC(=O)c1ccc(NC(=O)c2ccccc2[N+](=O)[O-])cc1,-12,0,5,2,-17,-2,-2,-6,0
CC(C)(CC(=O)O)CC(=O)Nc1ccc(Oc2ccc(C(C)(C)C)cc2)nc1,1,-3,10,2,-15,0,-12,-2,5

# Overlap with the part before: 2 entries, followed by the next part.
SMILES,EBV gp42 block,Runt-CBFb FRET,Calpain2 inh,p97 inhibitor,Furin inhibitor,Runt-SMMHC FRET,Tb hexokinase,p47phox inh,RBBP9 inh
CCOC(=O)c1ccc(NC(=O)c2ccccc2[N+](=O)[O-])cc1,-12,0,5,2,-17,-2,-2,-6,0
CC(C)(CC(=O)O)CC(=O)Nc1ccc(Oc2ccc(C(C)(C)C)cc2)nc1,1,-3,10,2,-15,0,-12,-2,5
COc1ccc(C2C(C#N)=C(SCC(=O)Nc3ccc(C)cc3)NC3=C2C(=O)CC(C)(C)C3)cc1 (stereo not drawn),-5,4,-2,2,-21[20 µM],0,-8,2,-13
c1ccc2c(c1)ncc1cccn12,-3,-1,i,10,-68,5,-3,-23,-5
CCOc1ccc(NC(N)=O)cc1OCC,-32,2,-9,1,-24[20 µM],-2,-7,-10,2
CCOC(=O)c1[nH]cnc1C(=O)Nc1ccncc1,5,-1,-2,6,-20[20 µM],-3,1,12,-3
Cc1cc(C)c(S(=O)(=O)N(C)CC(=O)NC2CCCC2)c(C)c1,4,0,6,1,-28[20 µM],2,-2,-10,-7
C/C(Cn1nnc([N+](=O)[O-])n1)=N\NC(=O)c1ccccc1Cl,-11,-1,-16,-6,-4[20 µM],-4,0,0,-7
CCOc1nc(NCCc2ccc(OC)c(OC)c2)nc(NC(C)(C)CO)n1,5,0,-47,-2,-14,5,-1,5,-6
CCOC(=O)C1CCCN(C(=O)c2ccc(CNc3c(N4CCC(C)CC4)c(=O)c3=O)cc2)C1 (stereo not drawn),-9,0,25,0,-23,2,4,-9,-10
CC(=O)c1cccc(CN2CCN(CCc3ccccc3)C(CCO)C2)c1 (stereo not drawn),-11,-3,10,0,-9,2,-8,-8,1
O=C1c2ccccc2-c2onc3ccc(N4CCCC4)c1c23,26,-48,20,0,-8,-319,-7,-229,46*

# Reprinted at random: six compounds from above, in no set order.
SMILES,EBV gp42 block,Runt-CBFb FRET,Calpain2 inh,p97 inhibitor,Furin inhibitor,Runt-SMMHC FRET,Tb hexokinase,p47phox inh,RBBP9 inh
CCOC(=O)c1[nH]cnc1C(=O)Nc1ccncc1,5,-1,-2,6,-20[20 µM],-3,1,12,-3
CCOc1ccc(NC(N)=O)cc1OCC,-32,2,-9,1,-24[20 µM],-2,-7,-10,2
c1ccc2c(c1)ncc1cccn12,-3,-1,i,10,-68,5,-3,-23,-5
COc1ccc(C2C(C#N)=C(SCC(=O)Nc3ccc(C)cc3)NC3=C2C(=O)CC(C)(C)C3)cc1 (stereo not drawn),-5,4,-2,2,-21[20 µM],0,-8,2,-13
CC(=O)c1cccc(CN2CCN(CCc3ccccc3)C(CCO)C2)c1 (stereo not drawn),-11,-3,10,0,-9,2,-8,-8,1
O=C1c2ccccc2-c2onc3ccc(N4CCCC4)c1c23,26,-48,20,0,-8,-319,-7,-229,46*

# (next part)
SMILES,EBV gp42 block,Runt-CBFb FRET,Calpain2 inh,p97 inhibitor,Furin inhibitor,Runt-SMMHC FRET,Tb hexokinase,p47phox inh,RBBP9 inh
C=CCNC(=O)c1cccc(C(F)(F)F)c1,-8,-1,-4,3,-10[20 µM],3,3,-13,-2
C=CCn1c(CSCc2ccccc2)nnc1SCC(=O)N1CCN(c2ccccc2)CC1,-1,-2,-19,-4,-14,-2,-4,-24,-4
COc1ccc(NC(=O)C(NC(=O)Cc2cccs2)c2ccccc2)cc1 (stereo not drawn),-5,1,-6,4,-6,1,6,-6,0
COC(=O)C1=C(C)N(CCc2ccc(OC)cc2)C(=O)C1,16,-4,18,-3,-16,1,12,92*,-2
O=C(CC(=O)N1CCN(c2ccccn2)CC1)Nc1ccc2nc3n(c(=O)c2c1)CCCCC3,0,2,25,-6,-1,1,-16,-10,-4
COc1ccc(/C=N/Nc2nc(-c3cccc(S(=O)(=O)N4CCCC4)c3)cs2)c(OC)c1,-16,-1,-61,2,-7,2,-28,-10,-10
CCCCC(CC)Cn1c(N)c(C#N)c2nc3ccccc3nc21 (stereo not drawn),-14,44,-129,1,-22[20 µM],101*,11,0,-10
Fc1ccccc1Cn1nnc(-c2ccc3c(c2)OCO3)n1,-22,0,-4,1,-22[20 µM],-5,5,-10,10
CC(=O)Nc1scc(C)c1-c1nc2ccccc2s1,-13,0,-33,-8,-13,0,-11,-22,-3
O=c1c(Cl)c(Cl)cnn1Cc1ccc(F)cc1,-22,2,26,-1,-7,0,3,-6,-6
COc1cc(/C=N/NC(=O)c2cccnc2)ccc1OCC(=O)Nc1ccc(C)cc1,-20,1,-351,3,-17,-4,23,14,-7
COC(=O)c1scc(C)c1NC(=O)CSc1ccc(Cl)cc1,-11,1,-4,-2,-24,1,-7,-4,1
COc1ccccc1-n1c(C)nnc1SCC(=O)NCc1ccccc1,-4,0,27,0,-32[20 µM],-7,5,-1,-6
COc1ccc(C(=O)NNC(=O)c2cnccn2)cc1[N+](=O)[O-],-6,2,17,0,-15[20 µM],4,-27,-5,-1
Cc1c(C#N)c(O)n(CCO)c(=O)c1N=Nc1ccc2c(c1)COC2=O,-59,-7,22,-4,23,-19,-10,-1,0
CCN(CC)c1ccc(C=C2C(=O)OC(c3ccccc3)OC2=O)cc1 (stereo not drawn),91*,x,7,1,-6,3,-3,-241,-7
C/C(=N/OCC(=O)Nc1ccc(C)cc1C)c1cccs1,-11,2,-13,-3,-22[20 µM],-2,-15,-16,-6
COc1ccc(C2CC(c3ccc(OC)cc3)n3nc(NS(C)(=O)=O)nc3N2)cc1 (stereo not drawn),-6,-3,-12,2,-14,-7,-18,-3,1
CCOc1ccc(-c2cc(C(=O)NCCCn3ccnc3)c3ccccc3n2)cc1,-5,-3,i,-1,-18,1,-12,-38,-9
Cc1cccc(NC2=C/C(=N/S(=O)(=O)c3cccs3)c3ccccc3C2=O)c1,12,-3,17,1,-20,-2,-5,15,-1
CCNc1cc(N2CCCC2)ccc1[N+](=O)[O-],0,-3,6,-1,5,-1,4,-3,-7
CCOc1ccc(Cn2c(=O)sc3ccccc32)cc1OC,-12,4,26,3,-9,-4,-7,-6,-4
CCN(CC)CCNC(=S)Nc1ccc2nc3n(c(=O)c2c1)CCCCC3,-1,0,-33,6,-20,2,-1,-2,-5
CC(C)(C)C1CCC(=NNC(=O)C(=O)NC2CCCCC2)CC1 (stereo not drawn),0,0,1,9,-21,2,21,-12,-2
CCn1c(COc2ccccc2C)nnc1SCC(=O)N1CCN(c2ccccc2)CC1,-8,-3,22,-3,-7[20 µM],2,1,-6,-3
COC(=O)c1ccccc1N1C(=O)[C@@H]2C(c3ccc(F)cc3)=NO[C@@H]2C1=O,-5,0,-10,6,-19,0,-4,-12,2
COc1ccccc1/C=C/C(=O)NCC(=O)N/N=C/c1ccccc1,-2,-2,-46,2,-20,-4,-7,-4,6
COc1cccc2cc(C(C)N(CCCN3CCOCC3)C(=O)Nc3ccc(Cl)cc3)oc12 (stereo not drawn),6,-4,-39,-5,-22,-3,-5,-7,0
Cc1ccc(C(=O)NCc2ccco2)cc1S(=O)(=O)Nc1cccc(C)c1C,-12,1,-4,-1,-17[20 µM],-2,-3,-8,-3
CC(C)(C)Cc1nnc(NC(=O)Cc2cccs2)s1,22,1,-91,2,-27,-3,5,-32,-6

# Only p97 inhibitor, for 5 of the compounds above:
smiles	p97 inhibitor
CCn1c(COc2ccccc2C)nnc1SCC(=O)N1CCN(c2ccccc2)CC1	-3
COC(=O)c1ccccc1N1C(=O)[C@@H]2C(c3ccc(F)cc3)=NO[C@@H]2C1=O	6
COc1ccccc1/C=C/C(=O)NCC(=O)N/N=C/c1ccccc1	2
COc1cccc2cc(C(C)N(CCCN3CCOCC3)C(=O)Nc3ccc(Cl)cc3)oc12 (stereo not drawn)	-5
Cc1ccc(C(=O)NCc2ccco2)cc1S(=O)(=O)Nc1cccc(C)c1C	-1

# (further entries)
SMILES,EBV gp42 block,Runt-CBFb FRET,Calpain2 inh,p97 inhibitor,Furin inhibitor,Runt-SMMHC FRET,Tb hexokinase,p47phox inh,RBBP9 inh
Cc1nn(C)c(C)c1S(=O)(=O)N1CCC(C(=O)NC2CCCCC2)CC1,10,-3,27,0,-16,2,-3,1,-8
CCNC(=S)N/N=C/c1ccc(-c2ccccc2)o1,-2,5,-4,1,10,4,-36,-5,-1
CCNc1nc(NOC)nc(OCC#N)n1,-8,2,-8,9,-8,-4,2,-11,-8
CN1CCC(OC(=O)COc2ccc(F)cc2)CC1,13,-2,10,-5,-7,4,7,0,-10
Cc1[nH]c2ccccc2c1/C=N\NC(=O)Cn1nnc(-c2ccccc2)n1,1,2,55*,-1,-16,5,-1,28,-6
CCOc1ccc(-c2nc(=S)[nH][nH]2)cc1,-22,6,1,6,-10,1,0,2,2
COc1cc(CSc2ncn[nH]2)c(OC)cc1CSc1ncn[nH]1,-11,7,-8,-6,-11,0,-1,-4,-12
COc1ccc(NC(=S)NNC(=O)COc2ccc(Cl)cc2Cl)cc1,-14,17,-13,4,-15,13,-4,-12,-2
O=c1cc(O)n(-c2ccccc2F)c(=S)[nH]1,-7,10,-11,0,-24,8,1,-47,-6
